Tat export inh: inhibitors of E. coli Tat protein transport; 340,000 tested, 0.036% active; E. coli MC4100 TorA-mCherry Tat export, fluorescence; inhibition, % at 10 µM;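 active = mean replicate inhibition at least 50% and at least half of replicates individually reaching 50%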;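 note: exported cargo escapes ClpAP degradation while cytoplasmic cargo is degraded and loses fluorescence; 0% = median of neutral control wells and 100% = median of NaSCN control wells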
Mot1-301 SUMO: blocks SUMOylation pathway, rescuing yeast Mot1-301 growth; S. cerevisiae Mot1-301 growth rescue, ATP luminescence, 38.5C; percent above DMSO median, 100 means doubled; growth rescue, % at 18.8 µM; 320,000 tested, 1% active; AID 2716;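 active = every valid replicate shows activation above 250% relative to neutral control wells; inactive = the rest, any valid replicate at or below 250%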;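 note: OY570 slx delta 5 strain wells were the positive control but not used for scaling; some compounds called inactive have numbers as strong as hits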
MOR-DOR inv ag: mu-delta opioid heterodimer inverse agonism; P35372+P41143; cell-based MOR-DOR heterodimer luminescence; inhibition, % at 9.3 µM; 340,000 tested, 0.21% active; AID 504357; in the data active = inhibition above about 22%, passing the limit was not always enough;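 note: 0% = cells with DMSO and 100% = wells without cells with DMSO; values of inactives mirror those of a sister screen read the other way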
E coli growth: reduces bacterial viability in AddAB counter-screen | AID 449728 | 330,000 tested, 0.27% active | E. coli V3065 growth, OD600 absorbance, 18 h | inhibition, % at 11.9 µM;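 active = inhibition above the campaign's mean inhibition across all tested compounds plus 3 SD, cut at about 9.9% in these data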;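 note: uninfected addAB+ strain grown without phage in ampicillin broth; 0% = DMSO wells and 100% = ciprofloxacin 0.95 µg/ml wells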
phage Ecoli inh: E. coli growth loss with phage present; AID 651602; inhibition, % at 11.9 µM; growth absorbance; 360,000 tested, 0.26% active; in the data active = inhibition above about 11%
PKA-R1A activ: activators of PKA-R1A complex. P00514+P68181. PKA-R1A dissociation, Cy5-IP20 fluorescence polarization; scaled: DMSO 0%, 113 µM cGMP 100%. activation, % at 11.4 µM. 340,000 tested, 0.083% active. AID 504707;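 active = percent activation above the mean of all tested compounds plus 3 SD, cut at about 19% in these data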;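 note: higher means more PKAc released from R1A so a rise in polarization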
PfHsp90 set2: growth inhibition of yeast expressing Plasmodium Hsp90; S. cerevisiae expressing PfHsp90, BacTiter-Glo ATP, 48 h; yeast lacking PDR1 and PDR3 efflux regulators; inhibition, % at 9.4 µM; 310,000 tested, 0.32% active;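 active = every replicate shows inhibition above about 80%, whatever the replicate mean, limit read from the data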;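 note: 0% = DMSO neutral controls and 100% = 20 µM radicicol positive controls; yeast relying on Plasmodium falciparum Hsp90 in place of its own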
AddAB inh: less growth of phage-infected E. coli with AddAB | E. coli expressing H. pylori AddAB, absorbance growth | inhibition, % at 11.9 µM | 330,000 tested, 0.29% active; in the data active = inhibition above about 12%;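 note: 0% = vehicle wells of infected cells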
PKA-R2B activ: activates the human PKA-R2B holoenzyme complex; P22694+P31323; PKA-R2B holoenzyme dissociation, Cy5-IP20 fluorescence polarization; R2B truncated from residue 108, S112A mutant; 0% DMSO only, 100% 113 µM cGMP; activation, % at 11.4 µM; 340,000 tested, 0.079% active; AID 504700;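 active = activation above a cutoff set at the mean over all compounds plus 3 SD, cut at about 18% in these data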;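 note: higher means more holoenzyme dissociation and a rise in polarization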
Target sequence (P31323 whole entry, looked up, other chains not shown, the tested form may be a part): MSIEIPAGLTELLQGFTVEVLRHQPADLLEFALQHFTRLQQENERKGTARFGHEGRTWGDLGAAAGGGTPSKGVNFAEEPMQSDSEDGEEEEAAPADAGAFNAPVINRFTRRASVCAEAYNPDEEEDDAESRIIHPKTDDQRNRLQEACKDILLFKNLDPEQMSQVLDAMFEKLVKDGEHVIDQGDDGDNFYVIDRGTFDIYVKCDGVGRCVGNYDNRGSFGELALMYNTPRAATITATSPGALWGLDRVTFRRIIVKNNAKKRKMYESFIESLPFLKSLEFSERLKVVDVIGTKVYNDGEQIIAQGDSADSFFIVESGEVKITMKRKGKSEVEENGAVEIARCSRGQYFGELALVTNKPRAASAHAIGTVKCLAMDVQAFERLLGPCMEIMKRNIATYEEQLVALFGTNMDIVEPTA
HTR5A inv ag: inverse agonist of human HTR5A in OPRM1-OPRD1 counter-screen. P47898. HTR5A cell line, luminescence, inverse agonism. inhibition, % at 9.3 µM. 340,000 tested, 0.083% active; in the data active = inhibition mostly above about 23%, no sharp cut-off; inactive = mostly below about 18%;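 note: 0% = cells with DMSO and 100% = no-cell wells with DMSO; some compounds called inactive have numbers as strong as hits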
Target sequence (P47898 whole entry, looked up): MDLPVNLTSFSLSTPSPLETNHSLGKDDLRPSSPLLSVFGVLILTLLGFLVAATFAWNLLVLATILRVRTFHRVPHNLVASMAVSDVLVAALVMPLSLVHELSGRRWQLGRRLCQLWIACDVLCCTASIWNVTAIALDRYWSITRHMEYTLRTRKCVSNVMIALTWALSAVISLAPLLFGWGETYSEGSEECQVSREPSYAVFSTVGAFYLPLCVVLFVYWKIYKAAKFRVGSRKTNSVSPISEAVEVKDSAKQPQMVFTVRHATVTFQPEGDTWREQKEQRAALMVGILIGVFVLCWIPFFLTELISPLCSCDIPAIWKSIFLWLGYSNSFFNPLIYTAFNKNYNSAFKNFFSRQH
OPRM1-OPRD1 ag: agonists of human mu-delta opioid receptor heterodimerization; cells, OPRM1-OPRD1 heterodimerization, luminescence; 340,000 tested, 0.3% active; activation, % at 9.3 µM; P35372+P41143; in the data active = activation above about 18%;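 note: 0% = vehicle-treated cells and 100% = reference agonist; values of inactives mirror those of a sister screen read the other way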
* hit, by the source's call; i = inactive; . = not tested or not shown.

Every second line gives: Tat export inh	Mot1-301 SUMO	MOR-DOR inv ag	E coli growth	phage Ecoli inh	PKA-R1A activ	PfHsp90 set2	AddAB inh	PKA-R2B activ	HTR5A inv ag	OPRM1-OPRD1 ag
Cc1csc(N2C(=O)C3C4CCC(O4)C3C2=O)n1 (stereo not given)
  -2	.	11	.	-1.2	6	-5	.	-9	10	-2.2
Cc1ccc(C(=O)N2CCSC2=S)cc1
  -2	2	7	-0.5	3.2	-13	-2	3.3	-2	-13	-1.4
O=C(c1ccccc1F)N1CCN(S(=O)(=O)c2ccc(Br)cc2)CC1
  2	-6	8	-4.2	.	-2	-1	3.0	2	13	-1.5
Cc1cc(C)nc(NC(=O)CSc2nc3ccccc3s2)n1
  -4	-16	10	1.2	2.4	11	6	0.9	-3	13	-1.9
CCOC(=O)C1=C(c2ccccc2)N=C2SCC(=O)N2C1c1ccc(OC)c(OC)c1 (stereo not given)
  2	11	9	1.2	0.2	-4	7	1.4	-10	-2	-1.5
Cc1cccc(C)c1NC(=O)N1CCC(N2CCCCC2)CC1
  5	-15	-6	-0.6	1.8	-3	-24	0.8	-8	-7	1.1
C/C=C(\C)C(=O)OC1CC(C)(C)C[C@H]2C3=CC[C@@H]4[C@@]5(C)CCC(O[C@@H]6O[C@@H](C(=O)O)[C@@H](O)C(O[C@@H]7OC[C@H](O)[C@@H](O)[C@@H]7O[C@@H]7OC(CO)C(O)[C@@H](O)[C@@H]7O)C6O[C@@H]6OC(CO)C(O)C(O)C6O)[C@@](C)(CO)[C@@H]5CC[C@]4(C)[C@]3(C)CC(O)[C@@]12CO (stereo not given in full)
  -3	9	-7	-3.1	2.5	-13	0	-1.2	-1	7	1.3
CC(=O)C1=C(O)C(=O)N(Cc2ccccc2)C1c1cccs1 (stereo not given)
  2	1	7	1.6	0.2	4	0	-0.2	-11	3	-1.2
CC1CCN(S(=O)(=O)c2ccc(C(=O)Nc3nnc(C4CC4)o3)cc2)CC1
  9	-28	10	-3.2	-2.4	-3	.	-0.9	-6	-9	-1.8
O=c1c2[nH]c3ccccc3c2ncn1C1CCCCC1
  2	0	5	-0.1	-0.5	1	.	1.1	3	-24	-1.0
Cc1cc(-n2c(C)cc(C(=O)CN3C(=O)C(=O)N(C)C3=O)c2C)no1
  -5	2	8	1.1	0.4	-2	3	0.7	6	-27	-1.9
O=C(O)c1cn(-c2ccccc2)nc1C(=O)O
  1	-4	-3	1.3	2.8	2	14	4.5	4	-11	0.6
CC(C)NC(=O)NC(=O)COC(=O)c1ccc(S(=O)(=O)Nc2ccccc2)cc1
  1	5	7	0.8	1.9	7	-31	3.1	5	5	-1.3
COc1ccc(C(=O)NNC(=O)CSc2nc3c(c(=O)n(C)c(=O)n3C)n2C)cc1
  0	3	7	-0.9	0.4	-8	12	0.8	-1	4	-1.6
CCOc1ccc(OCC)c(NC(=O)CSc2nc3c(c(=O)n(C)c(=O)n3C)n2CC)c1
  -1	8	-1	0.9	2.1	-1	-9	1.4	-3	-19	0.2

Record cards (already shown). Order of values: Tat export inh, Mot1-301 SUMO, MOR-DOR inv ag, E coli growth, phage Ecoli inh, PKA-R1A activ, PfHsp90 set2, AddAB inh, PKA-R2B activ, HTR5A inv ag, OPRM1-OPRD1 ag
`CC(=O)C1=C(O)C(=O)N(Cc2ccccc2)C1c1cccs1` (stereo not given) as listed: 2, 1, 7, 1.6, 0.2, 4, 0, -0.2, -11, 3, -1.2
`Cc1cc(-n2c(C)cc(C(=O)CN3C(=O)C(=O)N(C)C3=O)c2C)no1` as listed: -5, 2, 8, 1.1, 0.4, -2, 3, 0.7, 6, -27, -1.9
`Cc1csc(N2C(=O)C3C4CCC(O4)C3C2=O)n1` (stereo not given) as listed: -2, ., 11, ., -1.2, 6, -5, ., -9, 10, -2.2

More entries.
Every second line gives: Tat export inh	Mot1-301 SUMO	MOR-DOR inv ag	E coli growth	phage Ecoli inh	PKA-R1A activ	PfHsp90 set2	AddAB inh	PKA-R2B activ	HTR5A inv ag	OPRM1-OPRD1 ag
CNC(=O)CO/N=C/c1ccc(N(C)C)cc1
  -6	-19	6	0.8	3.2	5	28	-1.6	4	-41	-1.3
O=C(N/N=C/c1ccc[nH]1)c1ccncc1
  2	10	17	-0.5	0.5	1	12	-0.5	-4	5	-3.6
Oc1cc2c(cc1O)[C@@H](c1ccccc1)CNCC2
  1	.	-2	.	1.3	1	3	.	-6	-11	0.4
O=C(NNC(=S)Nc1ccc(Cl)c(Cl)c1)c1ccccn1
  3	-2	17	17*	17*	-10	-53	14*	-4	-7	-3.2
O=C(N/N=C/c1cccs1)c1c[nH]c2ccccc12
  -13	1	6	-2.6	3.0	-1	.	-0.3	5	1	-1.2
COc1ccc(Cl)cc1NC(=O)Cn1c(NCCO)nc2ccccc21
  3	-14	.	-1.3	2.6	-6	-1	-1.1	-7	.	.
O=C1[C@@H]2[C@H](C(=O)N1O)[C@H]1C=C[C@@H]2C1
  -2	.	5	0.2	0.4	2	-9	1.9	4	27	-0.9
Cc1ccc(OC(=O)CCC(=O)OCCCC(F)(F)C(F)(F)F)cc1
  -1	-2	-12	-1.7	4.5	-6	-8	-0.8	-3	-28	2.1
N#CCCC1CCCC=C1N(Cc1ccccc1)C(=O)C(Cl)Cl (stereo not given)
  4	-9	.	-1.8	1.0	.	3	2.0	.	.	.
O=C(NNS(=O)(=O)c1ccc([N+](=O)[O-])cc1)c1ccc2ccccc2c1O
  3	72	1	.	2.3	0	-29	.	-7	8	-0.1
O=C1NC2(CCCCC2)NN1c1ccccc1
  -7	479*	-1	2.9	3.6	4	10	2.6	-6	5	0.1
Cc1ccc2nc(Nc3ccc(F)cc3)c3nncn3c2c1
  -2	151	-21	-0.8	3.4	-6	-13	1.0	0	-5	4.5
COc1ccc(NC(=O)Cn2c(=O)oc3cc(Cl)ccc32)c(OC)c1
  -4	-6	17	-1.6	3.4	0	2	-1.1	4	-4	-3.8
Cc1ccc(S(=O)(=O)N(C)C)cc1NC(=O)COC(=O)c1ccc2c(=O)n3c(nc2c1)CCC3
  -10	18	17	-0.8	1.8	-21	-31	-2.0	-8	9	-3.5
CCCCCCCCN=C1NC(=O)CS1
  6	6	-4	0.2	.	-9	0	1.9	0	-14	0.7
Cc1cccc2sc(N(CCCN(C)C)C(=O)c3ccc(Cl)s3)nc12
  -2	221	-12	-1.5	4.2	-5	12	1.4	2	-8	2.4
COc1ccccc1N1CCN(CC(=O)Nc2ccnn2C2CCCC2)CC1
  -5	-3	1	-5.6	2.5	8	.	0.2	3	1	-0.2
CCOc1ccc(CN2CCN(Cc3ccon3)CC2CCO)cc1 (stereo not given)
  -3	i	-30	0.3	2.7	-5	3	3.7	6	11	4.2
O=C(CN1C(=O)c2ccccc2S1(=O)=O)NCCSc1ccccc1
  -2	.	2	0.9	3.2	10	5	1.3	6	1	-0.4
Cn1c(O)c(N=NC(=O)c2ccccc2O)c2ccccc21
  18	-1	22	-5.9	0.2	-1	-1	-4.4	-15	5	-3.9
Cc1cc(C)c2c(CC(=O)NNC(=O)c3ccccc3)coc2c1
  2	-9	12	1.3	0.4	27*	-4	1.1	2	1	-2.2
CCn1c(SCc2ccc([N+](=O)[O-])cc2)nnc1C(C)NC(=O)c1ccccc1Br (stereo not given)
  -3	10	5	1.5	-0.9	-8	12	3.2	0	5	-0.8
Cc1cc(/C(N)=N/OC(=O)c2ccccc2Cl)no1
  2	10	.	-2.6	-0.1	.	6	-0.6	.	.	.
Cc1ccc(CCNC(=O)CCSCc2ccc(Cl)cc2)cc1
  -3	10	3	-0.9	1.4	-12	6	4.5	-7	-4	-0.5
O=C(NCCCN1CCOCC1)c1cc(Cl)ccc1Cl
  -2	-17	14	-1.4	3.3	-10	25	1.5	-12	-6	-2.9
CCc1cccc(CC)c1NC(=O)COC(=O)C1(c2ccc(Cl)cc2)CCCC1
  -7	201	-20	-0.3	3.9	-13	8	2.0	2	-12	3.7
CC(O)CNc1nc2sc3c(c2c(=O)n1Cc1ccco1)CCCCC3 (stereo not given)
  2	29	3	-2.5	-0.1	3	6	-0.3	1	-37	-0.6
Cc1nn(-c2nnc(C)c(=O)[nH]2)c(C)c1SCC(=O)Nc1ccc(C(C)C)cc1
  0	-12	5	-0.8	2.5	-5	18	1.6	5	8	-0.8
COc1ccc(-n2c(Cc3cccn3C)nnc2SCC(=O)Nc2ccc(C(C)=O)cc2)cc1
  56*	3	-2	-0.5	0.0	3	-4	0.3	-2	1	0.5
COc1cc(/C=N/Nc2nc3c(c(=O)n(C)c(=O)n3C)n2Cc2ccccc2)ccc1OC(=O)c1ccco1
  -7	-5	-31	-0.3	1.4	-4	5	-2.2	-6	-38	5.8
O=C(c1cnc2ccccc2n1)N1CCN(c2ccc(C(F)(F)F)cn2)CC1
  -1	-6	10	-0.2	1.5	3	0	1.3	0	1	-2.0
Cc1ccc(O)c(N=Nc2ccccc2)n1
  -4	-63	-6	-3.0	4.5	1	-28	-3.0	3	1	1.1
CC(C)(C)NC(=O)c1ccc2c(c1)N(CC(=O)NC1CCCC1)C(=O)C(C)(C)O2
  4	-12	2	-0.1	-1.2	-2	-36	0.2	-1	3	-0.4

AddAB inh: entries above that show a hit.
structure | Tat export inh | Mot1-301 SUMO | MOR-DOR inv ag | phage Ecoli inh | PKA-R1A activ | AddAB inh | PKA-R2B activ | OPRM1-OPRD1 ag
O=C(NNC(=S)Nc1ccc(Cl)c(Cl)c1)c1ccccn1 | 3 | -2 | 17 | 17* | -10 | 14* | -4 | -3.2
